Screening data deposited in PubChem by National Center for Advancing Translational Sciences (NCATS).
Eya2 phos inh = qHTS Assay for Inhibitors of the Phosphatase Activity of Eya2; Protein phosphatase EYA2 (Homo sapiens), O00167; recombinant Eya2, OMFP fluorescence dephosphorylation (OMFP is methylfluorescein phosphate); Potency, µM (doses to about 76.9 µM), for inactives: at the highest dose activity, negative = inhibition, actives largely listed as inhibitors; 330,000 tested, 0.006% active; also: potency is read from the fitted curve at half-maximal effect; % is scaled to controls: 0 for no effect and ±100 for the full control effect
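Eya2 protein (added as 0.2 uM solution) was preincubated with compound for 10 min at ambient temperature in 50 mM HEPES pH 7.5, 50 mM NaCl, 5 uM MgCl2, 0.05% BSA, 1 mM DTT. OMFP (added at 50 uM) then reacted 10 min; fluorescence read at 485/525 nm.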
Mito fusion act = qHTS Assay for Small Molecule Inhibitors of Mitochondrial Division or Activators of Mitochondrial Fusion | S. cerevisiae fusion-defective mutant growth rescue, CellTiterGlo 48 h | 320,000 tested, 0.23% active | AID 485298, 2010 | Potency, µM (highest dose often 46.1 µM), for inactives: at the highest dose growth rescue (activation), usual class: activators;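 also: potency is read from the fitted curve at half-maximal effect; % of control where 0% means no effect; nearly all actives have a fitted effect of over 45% in size; temperature-sensitive fusion mutants such as fzo1-1 at 37 °C on non-fermentable ethanol glycerol medium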
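S. cerevisiae fusion-defective temperature-sensitive mutants (e.g. fzo1-1, mgm1-5) grown 48 h at 37C in YPEG (ethanol/glycerol non-fermentable) medium with 23 nl compound per well; growth rescue read as CellTiterGlo luminescence.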
TSG101-PTAP inh = qHTS Assay for Iinhibitors of HIV-1 Budding by Blocking the Interaction of PTAP/TSG101. Tumor susceptibility gene 101 protein (Homo sapiens), Q99816. Fluorescence polarization, FITC-PTAP peptide / Tsg101 binding. Potency, µM (series often up to 115 µM), inactives show at the highest dose activity change, negative = inhibition, hits mostly inhibitors. 340,000 tested, under 10 active. AID 493005, 2010; active = well fitted inhibition curve with a large enough effect in the main read-out, with a control signal flat, not every such curve was filed as active; inconclusive = small, poorly fitted or top-dose-only effect, or effect the other way, or a change in a side signal; inactive = no such curve, though single readings can be large or run the other way; also: potency is read from the fitted curve at half-maximal effect; % of control where 0% means no effect
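Steps: Tsg101 binding domain dispensed (10 uM final), compounds pinned in DMSO, FITC-labeled PTAP-motif peptide added (50 nM final); after 20 min binding at room temperature, polarization measured.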
ELG1 repair inh = qHTS screen for small molecules that inhibit ELG1-dependent DNA repair in human embryonic kidney (HEK293T) cells expressing luciferase-tagged ELG1. HEK293T ELG1-luciferase reporter, luminescence, 16 h; DNA damage induced by 5-fluorouridine. Potency, µM (doses to about 46.1 µM), without a hit: top-dose activity change, negative = inhibition, most hits filed as inhibitors. 330,000 tested, 2.3% active. AID 504467, 2011; also: potency is read from the fitted curve at half-maximal effect; % is scaled to controls: 0 for no effect and ±100 for the full control effect; nearly all actives have a fitted effect of over 55% in size
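Luminescence from the luciferase reporter, measured 30 min after ONE-Glo reagent at room temperature, was the read-out. Beforehand, 2,000 cells per well were exposed for 16 hr at 37 °C to 5-fluorouridine together with compound or vehicle.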
TSHR antagonist = Antagonists of the Thyroid Stimulating Hormone Receptor: HTS campaign; Thyrotropin receptor (Homo sapiens), P16473; TSHR-expressing cells, TSH-stimulated cAMP HTRF, 2 h; active compounds read low; activity change, negative = inhibition, % at 11.5 µM; 330,000 tested, 0.2% active; AID 504810, 2011;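 active = activity change below a set negative limit, meaning inhibition stronger than a set level, cut at about -70% in these data; inconclusive = activity change between two set negative limits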; also: % is scaled to controls: 0 for no effect and ±100 for the full control effect
Target sequence (P16473 whole entry, looked up): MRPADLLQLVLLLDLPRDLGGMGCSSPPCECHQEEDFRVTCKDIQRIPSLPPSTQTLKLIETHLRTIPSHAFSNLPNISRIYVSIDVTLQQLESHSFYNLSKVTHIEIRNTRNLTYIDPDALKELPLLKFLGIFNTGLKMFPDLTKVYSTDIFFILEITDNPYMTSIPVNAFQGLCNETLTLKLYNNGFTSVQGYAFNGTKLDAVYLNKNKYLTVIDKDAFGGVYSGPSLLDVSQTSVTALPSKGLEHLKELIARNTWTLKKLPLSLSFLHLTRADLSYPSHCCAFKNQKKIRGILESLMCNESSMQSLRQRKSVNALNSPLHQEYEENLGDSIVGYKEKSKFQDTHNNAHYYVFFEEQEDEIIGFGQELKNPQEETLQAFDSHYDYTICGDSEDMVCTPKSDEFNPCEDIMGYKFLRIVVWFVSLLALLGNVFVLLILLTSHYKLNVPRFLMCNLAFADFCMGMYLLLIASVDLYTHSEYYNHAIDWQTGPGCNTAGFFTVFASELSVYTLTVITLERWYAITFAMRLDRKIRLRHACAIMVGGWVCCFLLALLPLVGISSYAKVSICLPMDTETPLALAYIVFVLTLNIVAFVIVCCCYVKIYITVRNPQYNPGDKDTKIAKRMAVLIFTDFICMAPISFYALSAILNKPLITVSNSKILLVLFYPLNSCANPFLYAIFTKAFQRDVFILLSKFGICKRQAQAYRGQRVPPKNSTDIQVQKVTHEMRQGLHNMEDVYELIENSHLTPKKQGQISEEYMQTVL
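Competitive HTRF cAMP read-out (cryptate anti-cAMP antibody, cAMP-d2; 30 min, room temperature) in freshly harvested TSHR cells. Compounds added before TSH at EC80 (4nM final), followed by 2 hours' incubation at 37 deg C.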
Tb PFK inh = qHTS Assay to Find Inhibitors of T. brucei phosphofructokinase; ATP-dependent 6-phosphofructokinase (Trypanosoma brucei brucei), O15648; T. brucei PFK, ADP-Glo luminescence; Potency, µM (titrated, usually from 57.5 µM), for the others: top-dose activity, negative = inhibition, usual class: inhibitors; 330,000 tested, 0.17% active; AID 485367, 2010;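 also: potency is read from the fitted curve at half-maximal effect; 0% = uninhibited 1x PFK enzyme wells and -100% = no-enzyme wells; nearly all actives have a fitted effect of over 60% in size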
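PFK 1.25 nM, F6P 0.5 mM, ATP 0.1 mM, 0.1 M TEA pH 8.0, 5 mM MgCl2, 0.01% Tween20, 0.1% BSA; 45 min RT. ADP-Glo readout. qHTS titration up to 57 uM; curves fitted, compounds curve-classed.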
ASM inhibitor = Inhibitors of Secretory Acid Sphingomyelinase (S-ASM): qHTS; Sphingomyelin phosphodiesterase (Homo sapiens), P17405; placental ASM, HMU-PC fluorogenic substrate, 60 min; Potency, µM (highest dose often 57.5 µM), inactives show top-dose activity change, negative = inhibition, hits mostly inhibitors; 340,000 tested, 0.006% active; AID 504937, 2011; also: potency is read from the fitted curve at half-maximal effect
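qHTS format. ASM enzyme prepared from human placenta hydrolyses the fluorogenic substrate HMU-PC0 (9 uM final) over 60 min at 37 °C after a 10 min compound preincubation.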
A-T KAP1 phos = qHTS Assay for Identifying a Potential Treatment of Ataxia-Telangiectasia; […] A-T fibroblasts, KAP-1 phosphorylation AlphaLISA; neocarzinostatin DNA damage 30 min before lysis; Potency, µM (top dose mostly 57.5 µM), inactives show top-dose activation, most hits filed as activators; 320,000 tested, 0.19% active; also: potency is read from the fitted curve at half-maximal effect; % of control where 0% means no effect; nearly all actives have a fitted effect of over 45% in size
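ATM-like activity read as KAP-1 phosphorylation via AlphaLISA donor/acceptor antibody pairs after lysis and 6 hr at 25C. Cells were ATM-null patient fibroblasts ([…], hTERT), dosed 60 min, then exposed to the DSB inducer NCS for 30 min.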
BCR signal inh = qHTS Assay to Find Inhibitors of Chronic Active B-Cell Receptor Signaling. ABC-DLBCL IkBa-CBG/CBR reporter, luminescence ratio, 4 h. Potency, µM (doses to about 46.1 µM), without a hit: at the top dose ratio change, negative = lower green/red ratio, usual class: inhibitors. 340,000 tested, 0.05% active; active = well fitted inhibition curve with a large enough effect in the signal ratio, with a control signal flat, not every such curve was filed as active; inconclusive = small, poorly fitted or top-dose-only effect, or effect the other way, or a change in a side signal; the % refers to the signal ratio;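 also: potency is read from the fitted curve at half-maximal effect; plate controls were basal doxycycline-induced cells for no effect and cells given 10 µM MG132 for full effect; MG132 reads +100%, hits lower the ratio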
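Concentration-response series (up to 46 uM) were applied to TMD8 dual-reporter cells for 4 h at 37C with doxycycline. Green/red ratio, after filter-overlap correction, defined %Activity; red signal alone was normalised to basal cells and zero luminescence.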
a7 integrin act = qHTS for Activators of Integrin-Mediated Alleviation for Muscular Dystrophy; alpha7betagal myoblasts, beta-gal FDG fluorescence, 48 h; Potency, µM (doses to about 38.3 µM), without a hit: top-dose activation, actives largely listed as activators; 350,000 tested, 0.064% active;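 also: potency is read from the fitted curve at half-maximal effect; 100% = response of the positive control SU9516; nearly all actives have a fitted effect of over 60% in size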
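Alpha7betagal+/- myoblasts (passage 13) were plated 16-24 hr, then exposed to compounds (1:260 dilution of DMSO stock) for 48 hours at 37C. After MPER lysis, β-galactosidase reporter activity was read as FDG fluorescence (ex 480/em 540) after 30 minutes.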
TCR activator = Activators of T cell receptors: qHTS campaign. AID 504894, 2011. primary human leukocytes, anti-CD3, IL-2 HTRF, 48 h. Potency, µM (series often up to 9.22 µM), for the others: at the top dose activation of IL-2 secretion, most hits filed as activators. 330,000 tested, under 10 active; also: % of control where 0% means no effect
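Human primary leukocytes + a-CD3 beads + cpd, 48 hr; IL-2 in supernatant by HTRF (ex 320nm / em 665nm). No co-stimulatory signal supplied.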
The depositor's hits bear a star; i = inactive; ? = inconclusive; · = not tested or not shown; [ ] = remark or other dose. Unless noted, calls follow the shape of the dose curve; as a rule, active = well fitted curve in the direction sought with a large enough effect; inconclusive = small, poorly fitted or top-dose-only effect, or another doubt; inactive = no such curve, though single readings can be large; an effect the other way counts as inactive or inconclusive.

SMILES | Eya2 phos inh | Mito fusion act | TSG101-PTAP inh | ELG1 repair inh | TSHR antagonist | Tb PFK inh | ASM inhibitor | A-T KAP1 phos | BCR signal inh | a7 integrin act | TCR activator
COc1ccc2[nH]c3c(=O)n(/N=C/c4ccc(OC)c(CN5CCCC5)c4)c(C)nc3c2c1 | -2% | -4% | 0% | -4% | 10 | ? | -1% | 2% | ? | -57%[inhibitor] | -1%
CC(=O)C(Cc1ccccc1)NC(=O)CN1c2cccc3cccc(c23)S1(=O)=O (stereo not given) | -14% | 4% | 0% | -10% | -2 | 1% | 30% | 5% | ? | 8% | 11%
COC(=O)c1c(NC(=O)C(C)C)sc2c1CCN(Cc1ccccc1)C2 | -20% | 6% | -7% | -6% | -10 | -2% | 12% | 2% | 7% | -17% | -6%
O=C(O)COc1ccc(NC(=O)C(c2ccccc2)c2ccccc2)cc1 | 7% | -1% | -7% | -44% | -8 | 0% | 2% | 18% | -4% | 23% | ·
COc1cc2c(cc1NC(=O)CCCCCN1C(=O)CCC1=O)oc1ccccc12 | -31% | 15% | -3% | 21µM* | -7 | -9% | -12% | 0% | ? | -22%[7.66 µM] | 0%
CC(CN1CCCCC1)C(=O)NNC(=O)C12CC3CC(CC(C3)C1)C2 (stereo not given) | -20% | -3% | 2% | 12% | -9 | 10% | 2% | -1% | 3% | -11% | 4%
Cc1cccc(NC(=O)c2nc[nH]c2C(=O)N[C@@H](CCCCNC(=O)OC(C)(C)C)C(=O)OC(C)(C)C)c1 | -16% | -3% | -1% | 15µM* | -4 | -6% | -13% | -5% | 2% | -7% | -5%
Cc1cc(NC(=O)C(=O)c2c(C)[nH]c3ccccc23)no1 | 4% | -3% | -11% | 20% | 0 | -1% | -4% | -3% | 1% | 18% | 7%
O=C1Nc2ccccc2/C1=C/c1cccnc1 | -3% | -2% | -6% | -6% | -6 | -4% | -4% | -5% | ? | -45%[inhibitor] | 0%
CSc1ccccc1C(=O)N1CCCC(CNC(=O)c2ccc(F)cc2)C1 (stereo not given) | -2% | 0% | -5% | 20% | 3 | 0% | 0% | 6% | 9% | 17% | -22%
CCOc1ccc(NC(=O)CC2C(=O)NCCN2C(=O)c2ccc(Cl)cc2)cc1 (stereo not given) | -8% | 0% | -2% | 1% | 0 | -5% | -1% | 0% | 7% | 5% | 2%
CC(=O)Nc1ccc(S(=O)(=O)NCc2ccc(C(=O)NC(C)c3ccccc3)cc2)cc1 (stereo not given) | -22% | -1% | 0% | -5% | 3 | -2% | -2% | -6% | 1% | 10% | ·
CCOCCCNS(=O)(=O)c1ccc(NC(=O)N2c3ccccc3Sc3ccccc32)cc1 | -5% | 11% | -8% | -15% | -17 | 1% | -5% | -2% | 0% | -31% | -18%
CCC1=NN(C(=O)c2cccc([N+](=O)[O-])c2)C(O)(c2ccc(C)cc2)C1 (stereo not given) | -19% | -6% | -5% | -20% | -6 | 3% | -17% | -9% | ? | -20% | 4%
C=CCN1C(=O)/C(=C2/Sc3ccc(OC)cc3N2C)SC1=NCc1ccccc1 | 8% | 2% | 0% | 10% | 14 | 1% | 2% | 1% | 7% | -17% | -4%
CCOC(=O)C1CCCN(C(=O)CCNS(=O)(=O)c2cc(Br)cnc2N)C1 (stereo not given) | -7% | 4% | -4% | 0% | 16 | 1% | 0% | 4% | -6% | -22% | 0%
O=C(c1ccco1)N1c2ccccc2Sc2ccccc21 | -3% | ? | -1% | -20% | -13 | -8% | -1% | 29% | 7% | 28% | -11%[46.1 µM]
CCOc1ccc(-n2nnnc2SCC(=O)NC2CCCC2)cc1 | ? | 1% | -1% | -26% | -2 | 0% | 3% | -1% | ? | -25% | 2%
COc1cccc(-n2nnc3c(=O)n(Cc4ccc(C)cc4)cnc32)c1 | 9% | 2% | -5% | -1% | -18 | -1% | -10% | -4% | 2% | 10%[7.66 µM] | -3%
CCOc1ccc(NC(=O)Cn2nnc(-c3ccccc3NC(=O)CC)n2)cc1 | -4% | 2% | 1% | ? | 5 | 3% | -4% | 5% | 0% | -29% | -2%
Cn1c(/C=C/c2ccc(Cl)cc2)nc2ccccc2c1=O | 3% | 2% | 1% | ? | -13 | 0% | -4% | -1% | ? | 1% | 8%
Oc1ccccc1C=Nc1ccccc1-c1nc2ccccc2[nH]1 | 2% | 1% | -2% | ? | -8 | 0% | i | 2% | ? | 20% | 5%[46.1 µM]
CCCNC(=O)CN(C1CCCCC1)S(C)(=O)=O | · | 2% | -2% | · | · | · | 1% | · | · | -12% | -6%
O=C(NCc1ccccc1)c1cc(-c2ccncc2)nc2ccc(S(=O)(=O)N3CCOCC3)cc12 | -12% | 1% | -1% | -1% | -3 | 0% | · | 4% | -1% | -5% | 1%
COc1cc(OC)c(NC2=CC(=O)C(=O)c3ccccc32)cc1Cl | -24% | -31% | -1% | ? | -3 | 0% | -1% | 3% | -1% | -13% | 1%
Cc1cc(C)cc(NC(=S)N2CCC(NC(=O)C3CC3)CC2)c1 | 17% | 8% | 2% | 3% | -9 | 1% | 6% | -7% | 0% | ? | 1%
CC(C)Cc1nnc(NC(=O)CCC(=O)NC2CC2)s1 | 2% | 10% | -2% | 13% | 43 | -1% | 3% | 7% | -1% | -12% | 0%
O=C(N/N=C/C(Br)=C/c1ccccc1)c1ccncc1 | -8% | -4% | -5% | ? | 1 | -3% | -9% | 4% | ? | -64%[inhibitor] | 2%
Cc1cc(NC(=O)CSc2nnc(C3CC3)n2-c2ccccc2)no1 | -9% | -5% | 0% | 11% | 5 | 0% | -2% | 4% | ? | 2% | 2%
COc1ccc(C(C)=O)cc1COc1cc(C)c(Cl)c(C)c1 | 2% | 5% | -1% | -13% | -18 | 1% | 0% | 2% | 10% | 11% | -5%
Cn1c(=O)c2c(nc(CN3CCN(C(=O)c4ccco4)CC3)n2Cc2cccc(Cl)c2)n(C)c1=O | -6% | -2% | -6% | ? | -14 | -4% | -2% | 17% | 0% | -17%[7.66 µM] | 0%
CCn1c(SCC(=O)N2CCCC2)nnc1-c1ccc(S(=O)(=O)N2CCCCCC2)cc1 | 1% | -2% | -9% | ? | -3 | -3% | 0% | 8% | 1% | 24%[7.66 µM] | -1%
O=C(Nc1ncnc2sc3c(c12)CCCCC3)c1ccco1 | 6% | 2% | -3% | 8% | 3 | 0% | 3% | -4% | -9% | 33% | -5%
COc1ccc(C(=O)Nc2ccc(Cl)cc2C(=O)NCc2ccco2)cc1 | -24% | 8% | -4% | ? | 6 | 0% | -1% | 2% | -8% | 9% | -3%[46.1 µM]
O=C(CN1C(=O)c2ccccc2C1=O)OCC(=O)N1CCN(c2ccccc2)CC1 | 8% | -5% | -1% | 2% | -2 | 1% | 5% | 16% | 3% | 6% | -10%
COc1ccc(C2=NN(C(=S)Nc3ccccc3)C(c3ccccc3)C2)cc1 (stereo not given) | 0% | 22% | -1% | 2% | 1 | -5% | -4% | 1% | 3% | -11% | 20%[46.1 µM]
CC(C)OC(=O)CSc1nnc(-c2ccco2)n1N | 13% | -2% | 1% | 5% | 17 | 0% | 5% | 4% | -1% | -9% | 1%
COc1ccc(S(=O)(=O)N2CCOCC2)cc1NC(=O)c1ccccc1C | 5% | -1% | -1% | -8% | 5 | -9% | 0% | -4% | 0% | 27% | -2%

The order is random. About 3.2% of those tested had a hit in this group.
